# Screening data: PubChem, Johns Hopkins Ion Channel Center
# KCNQ2 block: KCNQ2 channel blockers in CHO-K1 cells – cell-based, FluxOR thallium flux, B-score, primary screen (AID 2156); 20 min; hits give low values; B-score at 10 µM; 310,000 compounds, 1.1% hits;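 active = fluorescence ratio B-score at most minus 3 library SDs, with starting brightness B-score within 2 library SDs, cut at about -5.5 in these data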
# Target sequence (O88943 whole entry, looked up): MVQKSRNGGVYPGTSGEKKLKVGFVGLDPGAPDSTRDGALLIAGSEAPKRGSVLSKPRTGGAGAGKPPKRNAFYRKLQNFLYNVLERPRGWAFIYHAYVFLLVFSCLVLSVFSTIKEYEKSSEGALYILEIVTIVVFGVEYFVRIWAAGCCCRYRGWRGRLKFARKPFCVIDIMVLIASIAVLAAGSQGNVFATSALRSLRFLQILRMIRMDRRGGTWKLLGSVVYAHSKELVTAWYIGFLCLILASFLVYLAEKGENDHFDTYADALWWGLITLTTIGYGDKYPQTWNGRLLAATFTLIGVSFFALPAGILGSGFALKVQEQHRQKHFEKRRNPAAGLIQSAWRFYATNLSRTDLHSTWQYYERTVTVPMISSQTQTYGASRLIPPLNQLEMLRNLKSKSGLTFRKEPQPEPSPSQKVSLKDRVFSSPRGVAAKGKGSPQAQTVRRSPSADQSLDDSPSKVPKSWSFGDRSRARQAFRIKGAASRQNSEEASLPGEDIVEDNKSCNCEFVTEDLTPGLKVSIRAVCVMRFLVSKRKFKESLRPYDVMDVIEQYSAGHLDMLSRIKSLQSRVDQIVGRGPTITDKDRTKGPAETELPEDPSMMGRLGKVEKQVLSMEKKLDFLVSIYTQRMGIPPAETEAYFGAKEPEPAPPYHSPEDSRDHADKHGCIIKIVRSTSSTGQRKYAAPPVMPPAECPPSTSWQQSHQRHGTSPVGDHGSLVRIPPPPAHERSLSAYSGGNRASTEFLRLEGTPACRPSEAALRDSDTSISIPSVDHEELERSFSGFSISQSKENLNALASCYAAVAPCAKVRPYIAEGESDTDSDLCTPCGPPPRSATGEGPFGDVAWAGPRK
# Kir21 block: blocks the mouse Kir2.1 inward-rectifier potassium channel | P35561 | HEK293-Kir2.1, FluxOR thallium flux fluorescence; hits give low values | B-score at 10 µM | 310,000 compounds, 0.85% hits | AID 1672;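 active = fluorescence ratio B-score at or below minus 3 SD of library scores, with starting-brightness B-score within 2 SD, cut at about -4.2 in these data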;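 note: channel flux triggered by added potassium and thallium sulfate stimulus; B-score of peak minus minimum fluorescence over baseline after thallium stimulus; more negative B-score means stronger Kir2.1 block with less thallium influx; some compounds called inactive have numbers as strong as hits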
# An asterisk follows results filed as active; i = inactive.
SMILES,KCNQ2 block,Kir21 block
COC(=O)c1scc(S(C)(=O)=O)c1-n1cccc1,i,-0.42
Cc1ccc(C)c(SCc2noc(C(=O)NC(C)C)c2C(=O)O)c1,i,-0.77
CCC1(C)N=c2c(c(=O)n(C)c(=O)n2C)=NO1 (stereo not drawn),i,0.34
CSc1ccc(/C=C/c2cc(=O)c3ccccc3[nH]2)cc1,i,0.72
Cc1cc(C(=O)N/N=C/c2ccccn2)c2ccccc2n1,i,-1.2
Cc1nc2ccc(NC(=O)Cc3ccc4c(c3)OCCO4)cc2s1,i,-2.3
COc1ccc(CNC(=O)CN(C(=O)CCC(=O)Nc2ccccn2)c2cccc(C)c2C)cc1,i,0.18
O=C(Nc1nnc(C2CCCC2)s1)C1CCC1,i,0.31
O=C(c1ccccc1Cl)N1CCC(O)(c2cccnc2)CC1,i,-1
Cc1cccc2cc(CN(CCCN3CCOCC3)Cc3nnnn3C(C)(C)C)c(=O)[nH]c12,i,-1.1
Cc1cc(CN(C)C(=O)CC2C(=O)NCCN2Cc2c(F)cccc2Cl)on1 (stereo not drawn),i,0.01
COC(=O)Cn1c(=NC(=O)c2nc3ccccc3s2)sc2cc(S(C)(=O)=O)ccc21,i,-0.73
CC(=O)Nc1ccc(C(=O)Nc2cc(C(F)(F)F)ccc2-n2cnc3ccccc32)cc1,i,1.3
COc1ccccc1CCC(=O)NNC(=O)c1ccccc1,i,0.88
Cc1cccc(C(=O)OC(C)C(=O)NC2CCCc3ccccc32)c1O (stereo not drawn),-7.8*,-2.4
Cc1ccc(C)c(OCC(=O)Nc2ccc(S(=O)(=O)Nc3ccccn3)cc2)c1,i,-1.1
COC(=O)c1ccc(C2=NOC(C)(c3sc(-c4ccccc4)nc3C)C2)cc1 (stereo not drawn),i,-0.04
Cc1cc([N+](=O)[O-])nn1Cc1ccccc1F,i,0.4
Cc1ccc(Cn2ccc(NC(=O)c3cc(CC(C)C)on3)n2)cc1,i,0.48
COC1=C(Nc2ccc(OC)cc2)C(=O)c2ccccc2C1=O,i,0.1
CCN(CC)c1ccc(S(=O)(=O)N2CCOCC2)cc1NC(=O)CSc1n[nH]c(N)n1,i,-1.5
O=C(c1ccc2snnc2c1)N1CCCCC1,i,-1.7
CCCNC(=O)c1ccc(N2CCC3(CC2)CC(c2ccccc2)=NO3)c(NC(=O)Cc2ccc(F)cc2)c1,i,-2.9
CC(=O)CC1(O)C(=O)N(CN2CCN(c3ccccc3)CC2)c2ccccc21 (stereo not drawn),i,0.32
CC1=NN(C(=O)COc2ccccc2)C(O)(c2ccccc2)C1 (stereo not drawn),i,-0.57

# Single values from the results shown.
# Kir21 block with Cc1cc([N+](=O)[O-])nn1Cc1ccccc1F reads 0.4
# Kir21 block with COC(=O)c1scc(S(C)(=O)=O)c1-n1cccc1 reads -0.42
# Kir21 block with Cc1ccc(C)c(SCc2noc(C(=O)NC(C)C)c2C(=O)O)c1 reads -0.77
# Kir21 block with Cc1cccc(C(=O)OC(C)C(=O)NC2CCCc3ccccc32)c1O (stereo not drawn) reads -2.4
# Kir21 block with COc1ccccc1CCC(=O)NNC(=O)c1ccccc1 reads 0.88
# Kir21 block with CSc1ccc(/C=C/c2cc(=O)c3ccccc3[nH]2)cc1 reads 0.72

# Later entries:
SMILES,KCNQ2 block,Kir21 block
C=CCN(C(=O)CNC(=O)c1ccco1)C(C(=O)NC1CCCCC1)c1ccc(OC)cc1OC (stereo not drawn),i,0.96
C/C(N)=C(/C#N)C(=O)COC(=O)CNS(=O)(=O)c1c(F)cccc1F,i,2.4
CCOC(=O)c1ccc(-n2c(C)nc3c(cnn3-c3ccccc3Cl)c2=O)cc1,i,1.2
COc1ccc(NC(=O)CSc2ccc(-c3ccco3)nn2)cc1OC,i,0.56
COc1ccc(S(=O)(=O)N2CCC(C(=O)NCC3CCCO3)CC2)cc1OC (stereo not drawn),i,0.02
CCOC(=O)c1c(C)[nH]c(C(=O)Cn2c(=O)c3c(ncn3CC)n(Cc3ccccc3)c2=O)c1C,i,-1.7
COc1cccc(/C=C(/C#N)c2nc3ccccc3[nH]2)c1OC(C)C(=O)O (stereo not drawn),i,1.3
O=C(c1c[nH]c2ccccc12)C(F)(F)F,i,-1.1
COc1ccc(-c2[nH]ncc2CN(C)Cc2cccnc2)c(OC)c1,i,0.08
CCc1cc(=O)oc2c3c(cc(OCC(=O)Nc4cccnc4)c12)OC(C)(C)CC3,i,-2.3
CCc1noc(C)c1C(=O)N1CCN(S(=O)(=O)c2ccc(C)cc2)CC1,i,-1.8
O=C(/C=C/c1ccc(O)c(O)c1)O[C@@H]1C[C@](O)(C(=O)O)C[C@@H](O)[C@H]1O,i,0.85
COc1ccc(OCC(O)CNC(=O)c2sccc2Cl)cc1 (stereo not drawn),i,-0.8
COc1ccc(C(=O)O)cc1NC(=S)NC(=O)/C=C/c1ccc(C(C)C)cc1,i,1.8
CC(C)CC(=O)NC(=S)Nc1ccc(S(=O)(=O)N2CCN(C)CC2)cc1,i,-1.5
NNC(=S)NCc1ccc2c(c1)OCO2,i,-1.9
CCOc1ncccc1C(=O)Nc1cccc(C(=O)Nc2cccc(S(=O)(=O)CCO)c2)c1,i,1.4
O=C(NC12CC3CC(CC(C3)C1)C2)c1cnccn1,i,0.72
O=c1c2cc(-c3ccccc3)sc2nc2n1N=C(c1cccs1)CS2,i,-0.35
CCCCN1C(=O)C2(OCCCO2)c2cccc(C)c21,i,-1.1
CC1=NC2(CCCc3c2no[n+]3[O-])N(O)C1(C)C (stereo not drawn),i,1.1
CCCC(C)c1nnc(NC(=O)COc2ccc3c(c2)OCO3)s1 (stereo not drawn),i,-1.7
COc1cc(C(=O)Nc2ccc3c(c2)ncn3C)cc(OC)c1OC,i,1.8
COc1ccc(OC)c(S(=O)(=O)N2CCN(c3ccccc3)CC2)c1,i,-0.26
COc1ccc(C(O)(CCN2CCOCC2)c2ccccc2)cc1 (stereo not drawn),i,-0.44

# Further entries:
SMILES,KCNQ2 block,Kir21 block
COc1ccccc1CC(=O)NCCCc1ccccc1,i,-0.69
Cc1cccc(NC(=O)Cc2noc3ccccc23)c1C,i,-2
Cc1ccc(SC(C)C(=O)N2CCCC2)cc1 (stereo not drawn),i,-2.5
O=S(=O)(NCCCN1CCOCC1)c1ccc(Cl)s1,i,0.01
OCCCn1c(C(CO)Nc2nc(-c3ccc(Cl)cc3)cs2)nc2ccccc21 (stereo not drawn),i,0.52
CS(=O)(=O)c1ccc(C(=O)OCC(=O)NC(=O)Cc2ccccc2)cc1,i,-0.17
O=C(COc1ccc(S(=O)(=O)NCCc2ccccc2)cc1)N1CCCC1,i,1.4
NC(=O)c1ccc(NC(=O)c2ccccc2S(=O)(=O)c2ccccc2[N+](=O)[O-])cc1,i,0.28
Cc1ccc(S(=O)(=O)N(C)c2ccc(C(=O)NCc3ccccn3)cc2)cc1,i,1.2
CCOCCCNC(=O)N[C@@H](C)C(=O)OC,i,-0.03
CC(=O)CSc1ncnc2sc3c(c12)CCC(C)C3 (stereo not drawn),i,1.5
Cc1ccc(-n2ncc3c2CCCC3NC(=O)CCCN2CCCC2=O)cc1C (stereo not drawn),i,-1.5
OC(c1ccccc1)c1nccc2ccccc12 (stereo not drawn),i,0.07
COc1ccc(NC(=S)Nc2cccc3cnccc23)cc1,i,-3.9
CC1=CC(C)(C)N(C(=O)CSc2ncn[nH]2)c2ccccc21,i,-0.46
COc1ccc(NC(=O)c2ccccn2)cc1S(=O)(=O)N1CCOCC1,i,-1.8
COc1cc2c(cc1NC(=O)C(C)N1CCN(S(=O)(=O)c3ccc(C)c(C)c3)CC1)oc1ccccc12 (stereo not drawn),i,1.3
Cc1ccc(-c2cc(C(=O)N/N=C/C=C/c3ccccc3)n[nH]2)s1,i,0.3
O=C(O)C1(P(=O)(c2ccc(Cl)cc2)c2ccc(Cl)cc2)CC1,i,-2.8
Cc1cc(N=Nc2ccc3ccccc3c2)ccc1O,i,1.1
CCCCCC1CC(=O)N(Cc2ccc(Cl)cc2)C(=O)N1 (stereo not drawn),i,-0.01
O=C(NCCCN1CCOCC1)C(=O)NCc1ccccc1Cl,i,0.81
O=C1CC(NS(=O)(=O)c2ccc([N+](=O)[O-])cc2)CN1c1ccc2c(c1)OCCO2 (stereo not drawn),i,-2.5
O=C(CCCCCn1c(=O)[nH]c2ccsc2c1=O)N1CCCCC1,i,-1.4
O=C1Nc2ccccc2C12OCCCCO2,i,-0.14

# The results go on:
SMILES,KCNQ2 block,Kir21 block
O=[N+]([O-])c1[nH]cnc1/C=C/c1ccccc1,i,-0.34
CC1(C)CC(=O)C2=C(C1)N(c1ccc(F)cc1)C(N)=C(C#N)C2c1cccs1 (stereo not drawn),i,0.78
CCS(=O)(=O)N1CCN(S(=O)(=O)c2ccc(Cl)s2)CC1,i,-1.6
Nc1nc(NCCO)nc(NCc2ccccc2)c1[N+](=O)[O-],i,0.61
Cc1nn(Cc2ccccc2)c(Cl)c1C(=O)NCCc1ccccc1,i,-0.68
CCOc1ccc(NC(=O)Cn2nnc(C(=O)NCc3ccc(OC)cc3)c2N)cc1,i,2
CC(C)CCN1CCNC(=O)C1CC(=O)Nc1ccc(F)cc1 (stereo not drawn),i,1.7
CCNc1nc(OC)nc(SCC(N)=O)n1,i,1.3
NS(=O)(=O)c1ccc(NC(=S)NC(=O)/C=C/c2ccco2)cc1,i,-0.29
O=[N+]([O-])c1ccc(Sc2n[nH]c(-c3ccncc3)n2)nc1,i,1.6
COc1ccc(NC(=S)N2CCC(C(=O)c3ccc(C)cc3)CC2)cc1,i,-0.3
CCN(CC(=O)Nc1c(F)cccc1F)C(=O)C1CCN(C(=O)c2ccc(Cl)cc2)CC1,i,1.5
COCCNC(=O)C(C)OC(=O)c1cc2sccc2n1C (stereo not drawn),i,0.24
CS(=O)(=O)N(CC(=O)Nc1ccccc1)Cc1ccc(Cl)cc1,i,-3.1
COc1cccc(NC(=S)N2CCN(Cc3ccccc3)CC2)c1,i,-0.33
CCN(Cc1ccccc1)S(=O)(=O)c1c(C(=O)N2CCCC2)c(C)n(C)c1C,i,0.38
CC1CCC(NC(=O)CCNC(=O)c2ccccc2)CC1 (stereo not drawn),i,-1.3
OCCCn1c(C2CCCN2c2nc(-c3ccc(Cl)cc3)cs2)nc2cc(Cl)c(Cl)cc21 (stereo not drawn),i,-1
N/C(=N\OC(=O)CCCN1C(=O)c2ccccc2C1=O)c1ccc(Br)cc1,i,0.86
COc1cc(NC(=O)c2ccc(COc3ccccc3Br)o2)cc(OC)c1OC,i,-0.95
CCCCCCCN1N=C(C)C(C(=O)c2ccccc2)C1=O (stereo not drawn),i,-0.01
Cc1cc(Cl)ccc1OCC(=O)N[C@@H](Cc1ccccc1)c1nc2ccccc2[nH]1,i,-0.21
CCN1C(=O)[C@H]2[C@@H](c3ccc(-c4ccc(Cl)c(Cl)c4)cc3)N[C@@](C)(C(=O)OC)[C@H]2C1=O,i,-0.33
CCOc1ccccc1N(CC(=O)NCc1ccccc1)C(=O)CCC(=O)Nc1cc(C)ccn1,i,-1.7
COc1ccc2c(c1)C1CC(C)(NC(=O)C1C(=O)c1ccccc1)O2 (stereo not drawn),i,0.17

# 2 of the compounds above, tab-delimited.
SMILES	KCNQ2 block	Kir21 block
CCN1C(=O)[C@H]2[C@@H](c3ccc(-c4ccc(Cl)c(Cl)c4)cc3)N[C@@](C)(C(=O)OC)[C@H]2C1=O	i	-0.33
Cc1nn(Cc2ccccc2)c(Cl)c1C(=O)NCCc1ccccc1	i	-0.68

# Back to the main list; the 4 compounds before the break are reprinted first.
SMILES,KCNQ2 block,Kir21 block
Cc1cc(Cl)ccc1OCC(=O)N[C@@H](Cc1ccccc1)c1nc2ccccc2[nH]1,i,-0.21
CCN1C(=O)[C@H]2[C@@H](c3ccc(-c4ccc(Cl)c(Cl)c4)cc3)N[C@@](C)(C(=O)OC)[C@H]2C1=O,i,-0.33
CCOc1ccccc1N(CC(=O)NCc1ccccc1)C(=O)CCC(=O)Nc1cc(C)ccn1,i,-1.7
COc1ccc2c(c1)C1CC(C)(NC(=O)C1C(=O)c1ccccc1)O2 (stereo not drawn),i,0.17
Cn1cnnc1SCC(=O)NN(c1ccccc1)c1ccccc1,i,0.56
CSCCC(C)N1CCC(Oc2ccc(C(=O)N3CCCC3)cc2)CC1 (stereo not drawn),i,-0.3
O=C(Cn1cnc2c(nnn2Cc2ccc(F)cc2)c1=O)N1CCN(c2ccccc2)CC1,i,0.04
NCc1oc(-c2ccccc2)cc1C(=O)O,i,-0.47
Cc1nc2ccccc2c(=O)n1Cc1ccco1,i,-0.01
COC(=O)Cc1ccc(NC(=S)NCc2cccc(OC)c2)cc1,i,-0.14
COC(=O)c1ccc(NC(=S)NCCC2=CCCCC2)cc1,i,0.38
COc1ccccc1Nc1nc(N)nc(CN(C)C2CCCCC2)n1,i,-0.08
O=C(NCCCN1CCOCC1)c1sc2cc(Cl)ccc2c1Cl,i,-3
O=c1[nH]c([N+](=O)[O-])nn1C(c1ccccc1)c1ccccc1,i,0.19
CCC(Sc1nc(-c2ccccc2)c(C#N)c(=O)[nH]1)C(=O)Nc1cc(C)on1 (stereo not drawn),i,2.6
O=C(CSc1nncs1)Nc1ccc(S(=O)(=O)N2CCCC2)cc1,i,0.91
O=C(CN1CCN(C(=O)c2ccco2)CC1)Nc1cc(Cl)ccc1Cl,i,0.37
O=C(NCCCCNC(=O)c1cccs1)c1cccs1,i,-0.24
COc1ccccc1NC(=O)N1CCN(C(=O)c2ccco2)CC1,i,0.77
c1ccc(-c2nnc(-c3ccccn3)c(-c3ccccn3)n2)nc1,i,0.31
Cc1occc1C(=O)NC(C)C1CCCO1 (stereo not drawn),i,-0.26
Cc1oc2cc(OCC(=O)O)ccc2c(=O)c1Oc1ccccc1,i,2.1
Cc1[nH]c2ccccc2c1Cc1nnc(SCC(N)=O)o1,i,0.03
